# ALOX12 inh = inhibitors of human 12S-lipoxygenase ALOX12; P18054; purified 12hLO, xylenol orange hydroperoxide absorbance; Potency, µM (doses to about 108 µM), inactives show at the highest dose activity change, negative = inhibition, hits mostly inhibitors; 1.1% of 580,000 active; AID 1671190; note: potency is the fitted concentration of half-maximal effect; % is set by controls: 0 for no effect and ±100 for the full control effect
#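 Purified human 12hLO at 150 nM in 25 mM Hepes, 0.01% Triton X-100, pH 7.0, preincubated 15 min at room temperature with compound. Reaction started with 40 uM arachidonic acid, 30 min at room temperature. Hydroperoxide measured by Fe-xylenol orange, 573/405 nm absorbance ratio.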
# TRHR ag = activates the human TRH receptor. AID 493084. TRHR cells, calcium flux fluo-8, FDSS agonist mode. P34981. activation, % at 2 µM. 0.18% of 360,000 active; in the data active = activation above about 30%; note: 0% is about no effect
#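 Read-out: compound-evoked intracellular calcium rise in TRHR cells, fluo-8 dye, kinetic FDSS fluorescence at 1 s/cycle following a 10-cycle baseline. Cells cultured overnight before dye loading (30 min–1.5 h, RT).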
# BLM inh = Bloom syndrome helicase (human) inhibition | AID 2528 | Potency, µM (titrated, usually from 56.1 µM), inactives show top-dose activity change, negative = inhibition, most hits filed as inhibitors | P54132 | recombinant BLM DNA unwinding, fluorescence dequenching | 0.2% of 350,000 active;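 note: potency is the fitted concentration of half-maximal effect; plate controls were vehicle for no effect and no enzyme for full effect; nearly all actives have a fitted effect of over 35% in size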
# APEX1 inh = inhibitors of human APE1 endonuclease; P27695; recombinant APE1, TAMRA/BHQ-2 abasic DNA cleavage fluorescence; Potency, µM (highest dose often 65.8 µM), for inactives: at the top dose activity change, negative = inhibition, hits mostly inhibitors; 0.35% of 350,000 active; AID 2517;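 note: potency is the fitted concentration of half-maximal effect; plate controls were vehicle for no effect and reference inhibitor for full effect; nearly all actives have a fitted effect of over 55% in size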
# Target sequence (P27695 whole entry, looked up): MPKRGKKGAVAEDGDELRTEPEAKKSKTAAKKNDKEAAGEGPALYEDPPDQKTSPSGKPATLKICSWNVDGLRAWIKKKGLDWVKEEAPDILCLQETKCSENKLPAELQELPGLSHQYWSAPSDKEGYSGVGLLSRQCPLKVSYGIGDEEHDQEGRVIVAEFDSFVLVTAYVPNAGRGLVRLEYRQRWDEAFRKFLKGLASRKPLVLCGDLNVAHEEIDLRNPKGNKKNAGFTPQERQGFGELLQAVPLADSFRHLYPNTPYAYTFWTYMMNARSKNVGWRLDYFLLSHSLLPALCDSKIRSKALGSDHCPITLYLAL
#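 Incision of a quenched TAMRA/BHQ-2 THF abasic-site duplex (50 nM) by 0.75 nM APE1, after 15 min compound preincubation, measured as fluorescence increase over three 60 s reads. Values normalized to buffer, DMSO and NSC13755 control wells.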
# Pol iota inh = inhibitors of human DNA polymerase iota | Potency, µM (titrated, usually from 115 µM), for the others: at the top dose activity, negative = inhibition, hits mostly inhibitors | Pol iota fluorescent replication assay, 10 min | 1% of 390,000 active | AID 588590; note: potency is the fitted concentration of half-maximal effect
# Target sequence (Q9UNA4 whole entry, looked up): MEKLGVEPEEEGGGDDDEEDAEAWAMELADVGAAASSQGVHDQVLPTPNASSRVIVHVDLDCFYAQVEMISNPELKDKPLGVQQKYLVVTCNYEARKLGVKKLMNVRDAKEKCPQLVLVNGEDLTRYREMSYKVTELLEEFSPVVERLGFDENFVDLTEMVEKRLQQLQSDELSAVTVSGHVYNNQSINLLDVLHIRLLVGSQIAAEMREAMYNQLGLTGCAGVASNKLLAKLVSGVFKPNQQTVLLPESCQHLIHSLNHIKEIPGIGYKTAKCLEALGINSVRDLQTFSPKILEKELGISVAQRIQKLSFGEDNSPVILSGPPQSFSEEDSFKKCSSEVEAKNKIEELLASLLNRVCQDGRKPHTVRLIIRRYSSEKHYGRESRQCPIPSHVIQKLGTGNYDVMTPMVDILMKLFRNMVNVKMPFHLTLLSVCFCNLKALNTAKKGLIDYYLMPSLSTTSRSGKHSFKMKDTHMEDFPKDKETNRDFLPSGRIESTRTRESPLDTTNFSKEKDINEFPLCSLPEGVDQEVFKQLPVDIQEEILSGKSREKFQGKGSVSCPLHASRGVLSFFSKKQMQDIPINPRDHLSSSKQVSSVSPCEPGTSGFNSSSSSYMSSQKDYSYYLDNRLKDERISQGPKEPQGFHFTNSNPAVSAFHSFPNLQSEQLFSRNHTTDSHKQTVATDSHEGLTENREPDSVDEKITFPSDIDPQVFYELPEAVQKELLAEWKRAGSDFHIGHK
#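 Fluorescent replication assay read twice, at 0 min and 10 min after adding 50 nM (final) substrate. Enzyme (10 nM) and compounds were first incubated 15 min at room temperature; enzyme-free buffer wells were negative controls.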
# Anesthetic bind = candidate novel general anesthetic via apoferritin binding; P02791; apoferritin/1-aminoanthracene competitive binding, fluorescence; Potency, µM (doses to about 77.5 µM), for the others: at the top dose activity change, negative = displacement, actives largely listed as inhibitors; 0.074% of 350,000 active; AID 485281; note: potency is the fitted concentration of half-maximal effect; % is set by controls: 0 for no effect and ±100 for the full control effect; nearly all actives have a fitted effect of over 20% in size
#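 Concentration-response curves derived by four-parameter Hill fitting of normalized fluorescence, where compounds displaced 1-AMA from 10 uM horse apoferritin following a brief 10 min room-temperature incubation; propofol titration acted as positive control.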
# Pol beta inh = inhibitors of human DNA polymerase beta; Pol beta primer extension/strand displacement, fluorescence kinetic; Potency, µM (titrated, usually from 114 µM), for the others: at the top dose activity change, negative = inhibition, actives largely listed as inhibitors; 1.3% of 340,000 active; note: potency is the fitted concentration of half-maximal effect; % is set by controls: 0 for no effect and ±100 for the full control effect
#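 10 nM enzyme + cpd, 15 min RT; start with substrate 50 nM final; read 0 min and after 10 min RT. Corrected, normalized data; 4-parameter Hill curve fit.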
# ERG-DNA inh = ERG Ets/DNA interaction inhibition; Potency, µM (doses to about 76.9 µM), for inactives: top-dose FP activity, negative = inhibition, actives largely listed as inhibitors; P11308; 0.028% of 370,000 active; AID 624246; fluorescence polarization, His-ERG Ets domain / labelled DNA; active = well fitted inhibition curve with a large enough effect in the polarisation, with a control signal flat; inconclusive = small, poorly fitted or top-dose-only effect, or effect the other way, or a change in a side signal; inactive = no such curve, though single readings can be large or run the other way; the % refers to the polarisation;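 note: polarization taken with two DNA probes labelled with fluorescein and Texas red; potency is the fitted concentration of half-maximal effect; % of control where 0% means no effect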
#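 His-tagged ERG Ets domain (1 uM in the protein solution; 300mM KCl, 50mM Tris-HCl, 1mM EDTA, 1mM DTT, pH 7.5) received compound, then a probe mix of 5 nM fluorescein-DNA and 100nM Texas-615-DNA. Fluorescence polarization was read for both dyes.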
# Pol kappa inh = inhibitors of human DNA polymerase kappa | Q9UBT6 | purified Pol kappa, fluorescent DNA synthesis assay, 10 min | Potency, µM (doses to about 107 µM), for inactives: at the top dose activity, negative = inhibition, hits mostly inhibitors | 0.53% of 400,000 active | AID 588579; note: potency is the fitted concentration of half-maximal effect; % is set by controls: 0 for no effect and ±100 for the full control effect
#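 Here, compound and 10 nM enzyme are combined for 15 min at room temperature; adding 50 nM substrate (final) starts DNA synthesis, tracked by fluorescence at 0 and 10 min against buffer-only wells.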
# Starred values were filed as active, the others as inactive; i = inactive; ? = inconclusive; . = not tested or not shown; & = joins results of further samples; [ ] = dose if it differs, or a comment. Unless noted, calls come from the whole dose curve; as a rule, active = well fitted curve in the direction sought with a large enough effect; inconclusive = small, poorly fitted or top-dose-only effect, or another doubt; inactive = no such curve, though single readings can be large; an effect the other way counts as inactive or inconclusive.
SMILES,ALOX12 inh,TRHR ag,BLM inh,APEX1 inh,Pol iota inh,Anesthetic bind,Pol beta inh,ERG-DNA inh,Pol kappa inh
Cc1cc(C)nc(N2CCC(C(=O)N3CCN(c4cc(Cl)ccc4C)CC3)CC2)n1,-20%,0.2,-9%,-8%,?,-8%,-1%,-11%,-9%
COc1ccccc1NC(=O)NC1(C)CCS(=O)(=O)C1 (stereo not drawn),7%,0.5,-1%,59%[activator],31%[activator],0%,30%,-1%,-11%
CCCn1c(NC(=O)C2CCN(C(=O)c3ccc(F)cc3)CC2)nc2ccccc21,i,0.0,-1%,-15%,20%,-6%,38%,3%,-8%
Cn1cc(-c2nc3cncnc3n(C3CC3)c2=O)c2ccccc21,0%,.,-6%,-4%,.,.,.,.,-12%[60.1 µM]
COc1ccc(/C=C/c2nc(C#N)c(NCCc3ccccc3)o2)cc1OC,-17%,-1.4,-2%,.,9%,481%[activator],0%,-2%,-8%
COc1ccc(-c2nc(C#N)c(N3CCCCCC3)o2)cc1,0%,-0.9,-6%,5%,-1%,6%,1%,.,-6%
CN(CC(=O)Nc1ccccc1C(F)(F)F)C(=O)c1ccc(N2C(=O)CCC2=O)cc1,-18%,0.2,.,-10%,24%,.,.,-1%,-3%
COC(CNC(=O)C1CCN(S(=O)(=O)c2cccc3nsnc23)CC1)OC,7%,0.7,-1%,17%,4%,-4%,-11%,-2%,13%
O=C1c2ccccc2C(=O)N1CCCP(=O)(O)CCc1ccccc1,6%,0.3,0%,-1%,21%,6%,4%,-4%,-4%
Cc1ccc(/C=C2\SC(=S)N(CC(=O)Nc3cccnc3)C2=O)cc1,-5%,0.2,-2%,21%,77%[activator],-5%,9%,22%,-4%
O=C(CCCn1c(=O)c2cccn2c2ccccc21)Nc1cccc(Cl)c1,-22%,-0.9,-7%,.,0%,-10%,45µM*,-3%,-26%
O=C(CCc1ccccc1)NCc1ccccn1,23%,0.0,-1%,-1%,24%,-8%,26%,-1%,-12%

# The last three records of the section above come first, to join the parts.
SMILES,ALOX12 inh,TRHR ag,BLM inh,APEX1 inh,Pol iota inh,Anesthetic bind,Pol beta inh,ERG-DNA inh,Pol kappa inh
Cc1ccc(/C=C2\SC(=S)N(CC(=O)Nc3cccnc3)C2=O)cc1,-5%,0.2,-2%,21%,77%[activator],-5%,9%,22%,-4%
O=C(CCCn1c(=O)c2cccn2c2ccccc21)Nc1cccc(Cl)c1,-22%,-0.9,-7%,.,0%,-10%,45µM*,-3%,-26%
O=C(CCc1ccccc1)NCc1ccccn1,23%,0.0,-1%,-1%,24%,-8%,26%,-1%,-12%
CCN(CC)CCCNCC(=O)Nc1cc(C)on1,?,-0.1,2%,6%,5%,-1%,52%,11%,-5%
CNC(=O)c1ccc(Nc2nnc(-c3ccc(C)c(S(=O)(=O)N4CCOCC4)c3)c3ccccc23)cc1,?,0.0,3%,.,-2%,117%[activator],17%,-3%,2%
COc1ccccc1CC(=O)Nc1ccc(NC(=O)c2cccs2)cc1,3%,-0.8,-3%,32%,26%,-11%,7%,4%,-7%
O=[N+]([O-])c1ccc2nc(-c3ccccc3)[nH]c2c1,?,-0.4,-6%,-8%,-3%,-7%,-7%,13%,-22%
N#C/C(=C/c1cn[nH]c1-c1ccc(Br)cc1)C(=O)O,-26%,-0.2,-5%,9%,48%[activator],-3%,-4%,7%,3%
CCOC(=O)c1ccc(S(=O)(=O)Nc2cc(C(=O)O)ccc2Cl)cc1,?,0.2,0%,2%,42%[activator],-4%,11%,0%,-2%
Cc1cc2nc(NC(=O)c3ccc(S(=O)(=O)N4CCOCC4)cc3)sc2cc1C,-3%,0.5,-6%,.,-3%,-5%,10%,10%,-11%[60.1 µM]
Cc1ccc(CN2CCC(CNC(=O)Nc3c(C)cccc3C)C2)cc1 (stereo not drawn),-20%,0.0,3%,.,5%,-13%,19%,0%,-1%
COc1ccccc1-n1c(CNC(=O)c2ccco2)nnc1SCC(=O)Nc1cc(C)ccc1C,0%,.,-2%,3%,-12%,-15%,16%,7%,-10%
C[C@@H](C(=O)Nc1ccc2ccccc2c1)[C@@H]1C[C@@]1(C)[C@@H](NC(=O)c1ccccc1)c1ccccc1,-8%,1.1,-1%&-7%,?,11%,5%&-4%,0%,-5%,-10%
S=C(c1cn(CCOc2cccc3ccccc23)c2ccccc12)N1CCCC1,?,0.3,6%,12%,3%,-10%,13%,11%,-14%
CCOC(=O)c1ccc(NC(=O)C(C)Sc2nc(=O)cc(N)n2CCc2ccccc2)cc1 (stereo not drawn),-29%,-1.9,-6%,.,-26%,-14%,13%,-9%,-40%
O=C(c1ccccc1)N1CCC(c2nc3c(nnn3Cc3ccccc3Cl)c(=O)[nH]2)CC1,4%[57.4 µM],-1.3,-19%,-7%,11%,-17%,-4%,.,-5%
O=[N+]([O-])c1ccc(O)c(-c2cc(C(F)(F)F)nc(-c3ccccc3)n2)c1,5%,7.3,-1%,5%,3%,2%,62%,-5%,10%
CCCCC(=O)Nc1c(-c2cccc(OC)c2)c(=O)c2ccccc2n1C,159%[activator],0.1,-6%,61%[activator],7%,8%,-15%,3%,-21%
COc1ccc(-c2cc(C(=O)N3CCN(Cc4ccc5c(c4)OCO5)CC3)on2)cc1OC,-28%,-0.7,-1%,14%,17%,-9%,6%,8%,-5%
COc1ccc(S(=O)(=O)N2CCOCC2)cc1NC(=O)CCOc1ccc(C(C)(C)C)cc1,-10%,0.4,.,-5%,30%[activator],.,.,1%,-15%
Cn1c(O)c(N=NC(=O)CNC(=O)c2ccccc2)c2ccccc21,-11%,-0.3,-2%,73%[activator],67%[activator],-6%,14%,-6%,-24%
Cc1ccc(NC(=O)CSCc2cnn(-c3ccccc3)c2-n2cccc2)c(Cl)c1,-21%,-0.5,2%,.,-18%,-7%,?,5%,-29%
CCOC(=O)c1cnc(-n2nc(C)cc2C)nc1Nc1cccc(C(=O)O)c1,?,-0.5,2%,0%,6%,-7%,22%,-3%,0%
CC(=O)N1CCN(C(=O)c2ccc(Cl)c(S(=O)(=O)N3CCCCCC3)c2)CC1,27%,0.2,.,-13%,15%,.,.,2%,-4%
O=C(CSc1nnc(-c2ccc3c(c2)OCO3)o1)Nc1c(F)cccc1F,12%,.,.,-6%,3%,.,.,-6%,-14%
COc1cc(NC(=O)CN2C(=O)NC(c3ccccc3)(c3ccccc3)C2=O)cc(OC)c1,-2%,1.7,-10%,53%[activator],-8%,-5%,-25%,1%,-9%
Cc1cc(C)n2nc(SCC(=O)N3CCCC3)nc2n1,-7%,.,.,37%[activator],54%[activator],.,.,8%,-2%
CCC(C)N(C(=O)COC(=O)c1ccccc1SCC(=O)N1CCCC1)C1CCS(=O)(=O)C1 (stereo not drawn),?,-0.1,0%,20%,-9%,-4%,9%,16%,-10%
CC(CN1CCOCC1)c1ccccc1 (stereo not drawn),?,-2.2,2%,-7%,-3%,-11%,31%,.,-7%[60.1 µM]
O=c1c2ccccc2[nH]c(=S)n1CCCN1CCN(c2ccccc2F)CC1,?,0.3,-3%,18%,-22%,-5%,-23%,13%,-7%
O=C(OCC(=O)N1CCN(S(=O)(=O)c2ccccc2)CC1)C1CCC1,18%,.,.,7%,-1%,.,.,0%,-22%
O=C(Cc1ccc(-n2c(=O)[nH]c3ccsc3c2=O)cc1)NCc1cccnc1,-12%,0.4,4%,5%,11%,12%,?,-19%,-2%
COc1ccc(CC(=O)N2CCN(C(=O)c3ccco3)CC2)cc1,-29%,0.3,1%,23%,-3%,8%,1%,.,-2%[60.1 µM]
CC(C)CNC(=O)COC(=O)CNC(=O)c1cc(Cl)cc([N+](=O)[O-])c1,-4%,-0.1,-11%,1%,-1%,-8%,19%,.,-14%
COc1ccc(CC(=O)Nc2nc3c(s2)CC(C(C)(C)C)CC3)cc1 (stereo not drawn),-27%,-0.2,-6%,.,19%,-4%,11%,5%,0%
Cc1noc(-c2ccc(N3CCCCC3)c([N+](=O)[O-])c2)n1,-21%,4.0,-2%,.,27%,?,0%,2%,-10%
COc1ccc(NC(C)=O)cc1S(=O)(=O)Nc1ccc(S(=O)(=O)N2CCCCC2)cc1,-7%,.,.,2%,44%[activator],.,.,5%,-18%
COc1ccc(CCn2c(-c3ccco3)nc3ccccc3c2=O)cc1OC,0%,-0.5,3%,0%,9%,-11%,-8%,1%,-4%
COc1cccc(NC(=O)COC(=O)/C=C/c2ccco2)c1,?,0.6,.,?,?,.,.,6%,79µM*
Cn1c(=O)c2c(ncn2CC(=O)NC[C@H]2O[C@@H](n3cnc4c(N)ncnc43)[C@H](O)[C@@H]2O)n(C)c1=O,?,.,.,20%,-4%,.,.,6%,16%
CCOc1ccc(CCNC(=O)COC(=O)c2nc(Cl)ccc2Cl)cc1OCC,0%,-0.3,.,16%,11%,.,.,1%,-7%
Cc1nnc(SCC(=O)Nc2ccc3c(c2)OCCO3)n1CC1CCCO1 (stereo not drawn),10%[57.4 µM],0.0,-10%,-2%,18%,-2%,2%,3%,-7%
O=C(CCN1CCN(C/C=C/c2ccccc2)CC1)Nc1ccc(Cl)cc1,?,0.1,4%,-3%,10%,6%,6%,3%,-1%
COc1ccc(NC(=O)Cc2csc(NC(=O)Nc3ccccc3OC)n2)c(OC)c1,10%,-0.1,.,-14%,18%,.,.,-1%,-23%
CC1CN(S(=O)(=O)c2cccs2)CC(C)O1 (stereo not drawn),8%,0.6,0%,1%,-6%,41%[activator],-17%,.,-20%

# Screening data deposited in PubChem by National Center for Advancing Translational Sciences (NCATS).

# A portion of the library; the hit share may differ from the screen's.
